# Screening results as filed in PubChem BioAssay.
# USP17 block – inhibitors of human USP17 deubiquitinase; A8MUK1; purified USP17, Ub-rhodamine cleavage fluorescence, 3 h; inhibition, % at 50 µM; 47,000 tested, 6.5% active; AID 1645855
# USP7 block – human USP7 deubiquitinase inhibition; inhibition, % at 20 µM; AID 1645854; purified USP7, Ub-rhodamine cleavage fluorescence; 47,000 tested, 0.3% active; Q93009
# OTUD3 block – human OTUD3 deubiquitinase inhibition | inhibition, % at 25 µM | AID 1645858 | Q5T2D3 | purified OTUD3, Ub-rhodamine fluorescence, 2 h | 47,000 tested, 0.7% active
# USP10 inh – human USP10 deubiquitinase inhibition; purified USP10, Ub-rhodamine fluorescence, 60 min; inhibition, % at 20 µM; 47,000 tested, 1.1% active; AID 1645856
# USP8 block – inhibitors of human USP8 deubiquitinase | P40818 | purified USP8, Ub-rhodamine cleavage fluorescence, 30 min | inhibition, % at 20 µM | 47,000 tested, 4.2% active | AID 1645853
# Target sequence (P40818 whole entry, looked up): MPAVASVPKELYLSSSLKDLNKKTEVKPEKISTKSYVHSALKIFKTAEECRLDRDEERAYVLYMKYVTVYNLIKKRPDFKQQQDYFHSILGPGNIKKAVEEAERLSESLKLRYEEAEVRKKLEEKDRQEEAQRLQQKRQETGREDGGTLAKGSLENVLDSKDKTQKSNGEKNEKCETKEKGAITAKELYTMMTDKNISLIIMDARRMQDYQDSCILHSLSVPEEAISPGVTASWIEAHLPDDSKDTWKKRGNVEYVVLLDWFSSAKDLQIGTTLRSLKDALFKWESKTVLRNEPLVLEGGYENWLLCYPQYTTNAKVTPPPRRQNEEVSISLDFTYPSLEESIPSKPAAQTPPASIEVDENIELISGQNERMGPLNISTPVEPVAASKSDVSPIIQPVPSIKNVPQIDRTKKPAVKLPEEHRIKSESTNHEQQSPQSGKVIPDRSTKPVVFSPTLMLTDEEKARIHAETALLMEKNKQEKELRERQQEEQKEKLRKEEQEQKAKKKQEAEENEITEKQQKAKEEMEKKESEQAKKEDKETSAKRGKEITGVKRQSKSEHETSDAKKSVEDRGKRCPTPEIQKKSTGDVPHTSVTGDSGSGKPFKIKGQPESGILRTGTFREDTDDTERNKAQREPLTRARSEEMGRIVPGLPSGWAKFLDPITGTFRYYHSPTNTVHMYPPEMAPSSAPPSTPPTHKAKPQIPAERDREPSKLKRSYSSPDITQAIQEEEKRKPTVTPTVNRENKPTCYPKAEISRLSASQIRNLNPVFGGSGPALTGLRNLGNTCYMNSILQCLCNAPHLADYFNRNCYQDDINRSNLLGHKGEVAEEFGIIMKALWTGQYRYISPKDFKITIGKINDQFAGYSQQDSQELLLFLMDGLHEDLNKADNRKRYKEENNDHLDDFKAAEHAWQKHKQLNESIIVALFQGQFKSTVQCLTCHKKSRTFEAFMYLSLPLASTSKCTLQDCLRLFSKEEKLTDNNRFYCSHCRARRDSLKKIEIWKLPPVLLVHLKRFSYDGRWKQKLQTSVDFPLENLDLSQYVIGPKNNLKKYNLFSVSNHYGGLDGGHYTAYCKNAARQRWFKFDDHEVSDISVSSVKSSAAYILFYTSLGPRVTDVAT
# USP28 inh – human USP28 deubiquitinase inhibition. Q96RU2. purified USP28, Ub-rhodamine cleavage fluorescence, 30 min. inhibition, % at 25 µM. 47,000 tested, 3% active. AID 1645857
# USP30 block – human USP30 deubiquitinase inhibition; Q70CQ3; purified USP30, Ub-rhodamine cleavage fluorescence; inhibition, % at 25 µM; 47,000 tested, 5.3% active; AID 1645860
# UCHL1 inh – human UCHL1 deubiquitinase inhibition | inhibition, % at 20 µM | purified UCHL1, Ub-rhodamine cleavage fluorescence | 47,000 tested, 0.2% active
# An asterisk follows results filed as active; / = not tested or not shown. No stated cut-off is given here; in the data, active means inhibition above about 30%; inactive means the rest. Compounds were not picked by outcome; any-hit rate near 14%.
# The opening ten records (preview)
canonical_smiles	USP17 block	USP7 block	OTUD3 block	USP10 inh	USP8 block	USP28 inh	USP30 block	UCHL1 inh
Cc1cc(NC(=O)/C=C/c2ccc([N+](=O)[O-])cc2)n(-c2ccccc2)n1	1	-1	1	2	-114	-1	5	3
CCOCC(=O)N1CCOC[C@]2(CN(Cc3ccco3)C[C@H]2C)C1	-11	3	0	-2	-3	/	/	0
O=C(NCc1ccccc1)[C@@H]1Cc2nc[nH]c2CN1CC1CC1	6	-20	19	-1	0	6	13	2
CC1CCC(C(C)C)C(OCC(O)CN2CCN(c3ccccn3)CC2)C1 (stereo not drawn)	7	4	8	-3	8	7	10	3
O=C(c1cc(-c2ccccc2)on1)N(Cc1ccco1)Cc1ccccc1F	-122	-82	-60	-4	-60	-115	-386	-119
COc1cccc(CN2CCN(c3ccc(F)cc3)C2=O)c1	-4	-3	-2	1	-4	40*	6	0
CC(CCc1ccccc1)NC(=O)c1cnn2c3c(cnc12)CCCC3 (stereo not drawn)	7	-1	-7	-2	-13	-10	-6	0
Cc1oc(C2CCN(S(=O)(=O)c3ccccc3)CC2)nc1C(=O)N1CCCC1	-5	-1	-3	-1	-10	-3	0	-2
N#Cc1c2c(c3nncn3c1N1CCOCC1)CN(Cc1ccccc1)CC2	-29	-13	-28	-4	-4	-30	-152	-12
Cc1nccn1-c1cccc(C2CCCN(C(=O)c3ccn[nH]3)C2)n1 (stereo not drawn)	-2	-1	-4	-1	6	-11	1	-1

# All compounds of this part, from the start:
canonical_smiles	USP17 block	USP7 block	OTUD3 block	USP10 inh	USP8 block	USP28 inh	USP30 block	UCHL1 inh
Cc1cc(NC(=O)/C=C/c2ccc([N+](=O)[O-])cc2)n(-c2ccccc2)n1	1	-1	1	2	-114	-1	5	3
CCOCC(=O)N1CCOC[C@]2(CN(Cc3ccco3)C[C@H]2C)C1	-11	3	0	-2	-3	/	/	0
O=C(NCc1ccccc1)[C@@H]1Cc2nc[nH]c2CN1CC1CC1	6	-20	19	-1	0	6	13	2
CC1CCC(C(C)C)C(OCC(O)CN2CCN(c3ccccn3)CC2)C1 (stereo not drawn)	7	4	8	-3	8	7	10	3
O=C(c1cc(-c2ccccc2)on1)N(Cc1ccco1)Cc1ccccc1F	-122	-82	-60	-4	-60	-115	-386	-119
COc1cccc(CN2CCN(c3ccc(F)cc3)C2=O)c1	-4	-3	-2	1	-4	40*	6	0
CC(CCc1ccccc1)NC(=O)c1cnn2c3c(cnc12)CCCC3 (stereo not drawn)	7	-1	-7	-2	-13	-10	-6	0
Cc1oc(C2CCN(S(=O)(=O)c3ccccc3)CC2)nc1C(=O)N1CCCC1	-5	-1	-3	-1	-10	-3	0	-2
N#Cc1c2c(c3nncn3c1N1CCOCC1)CN(Cc1ccccc1)CC2	-29	-13	-28	-4	-4	-30	-152	-12
Cc1nccn1-c1cccc(C2CCCN(C(=O)c3ccn[nH]3)C2)n1 (stereo not drawn)	-2	-1	-4	-1	6	-11	1	-1
O=C1COC2(CCN(C(=O)C3(c4ccccc4)CCOCC3)C2)CN1c1ccc(F)cc1 (stereo not drawn)	7	6	0	0	8	1	-11	3
COc1ccccc1-c1noc2ncnc(NCCN3CCCC3)c12	-10	-10	-6	-1	-2	-7	-29	-4
CN1CC2N(C(=O)NCc3ccccc3)C3CCC2(CC3)OC1=O (stereo not drawn)	-2	1	-2	3	4	0	1	-2
CCc1ccccc1NC(=O)CSc1nnc(-c2ccncc2)o1	0	-4	-5	1	54*	-14	-4	-4
O=C1N[C@@H]2CN(C(=O)c3ccccc3Cl)CC[C@H]2CO1	12	4	6	3	20	5	7	3
COc1ccc(NC(=O)CC2SC(=O)NC2=O)cc1 (stereo not drawn)	9	5	4	0	3	/	/	-1
O=C(NCc1ccc(F)cc1)N1CCc2ccccc2C1	17	-5	4	0	22	11	22	2
Cc1cc(C)cc(NC(=O)CSc2ccc(-c3ccncc3)nn2)c1	-5	1	0	-2	5	19	55*	0
C/C(=C\C(=O)O)CC/C=C(\C)CCC(=O)O	-4	0	7	0	2	1	13	-1
CCc1ccc(N2C(=O)c3ccccc3C2C(=O)NCc2ccccc2OC)cc1 (stereo not drawn)	68*	-39	10	8	0	23	63*	-2
Cc1cc(=O)n(CC(=O)NCc2ccc(F)cc2)c(-c2ccccc2)n1	4	-32	16	1	0	5	39*	4
O=C(CC1C(=O)N(C2CCCC2)c2nc3ccccc3n21)Nc1cccc(F)c1 (stereo not drawn)	5	-31	4	8	9	7	16	9
CCOc1ccccc1NC(=O)CCn1cnc2ccccc2c1=O	-26	5	11	3	-109	8	10	3
COc1ccc(Cn2nnc(C(=O)NC3CCCCC3)c2-n2cccc2)cc1	48*	-7	22	3	49*	42*	11	19
N#Cc1ccc(C(=O)N2CCN(c3cc(-c4ccccc4)[nH]n3)CC2)cc1	-33	-9	-8	0	-225	-11	-10	2
C#CCOc1ccc(/C=C(\Sc2n[nH]c(C)n2)C(=O)O)cc1	8	1	-6	-4	-12	1	-33	-1
Cc1nc2cc(S(=O)(=O)N3CCC(C(=O)N4CCc5ccccc54)CC3)ccc2n1C1CCCC1	0	-4	-14	1	0	-2	30	-1
COc1ccccc1[C@]1(C(=O)N2CCOCC2)C[C@H]1COc1ccccc1	1	-6	10	-1	1	8	18	2
CN1[C@@H](CCC(=O)N2CCOCC2)CNC(=O)[C@@H]2[C@H]1CCN2Cc1ccccc1	-61	-9	1	1	3	-5	-28	-5
O=C(NCc1ccc2c(c1)OCCCO2)c1cnc2ccccc2n1	-10	0	-5	-4	-96	-4	3	-2
COc1ccc(C)cc1C(=O)CCC(=O)N1CCC(c2[nH]nc3nccnc23)CC1	-13	-2	-11	-4	-7	-16	-20	-5
COc1ccc(S(=O)(=O)Nc2ccc(Nc3cc(N(C)C)nc(C)n3)cc2)cc1OC	-29	7	0	2	-141	-9	-20	4
NC(=O)c1ccc(Oc2ccc(Cl)cc2)nc1	32*	3	13	2	0	37*	30	1
O=S(=O)(NC1CC1)c1ccc(-c2ccn[nH]2)o1	0	1	-1	-2	1	/	/	0
CCCN1CCN(C(=O)c2cn(-c3ccccc3)nc2-c2ccc(C)c(C)c2)CC1	-27	0	-18	-3	0	-19	-31	3
CCOC(=O)c1ccc(NC(=O)c2c(N3CCCC3=O)c3cc(F)ccc3n2C)cc1	6	0	10	0	2	6	20	4
CC(C)CC1Nc2ccc(C(=O)NCCCN3CCCC3)cc2NC1=O (stereo not drawn)	38*	-11	-1	2	85*	0	5	6
O=C(CCc1nnc2ccc(N3CCOCC3)nn12)Nc1ccccc1F	3	8	-5	1	0	-11	-2	-3
Cc1ccc(S(=O)(=O)c2cnc(-c3ccccc3)nc2N2CCCCC2)cc1	-9	6	-5	11	-7	-7	0	3
O=C(Cn1c(=O)c2ccccc2n(CC(=O)Nc2ccc(F)c(Cl)c2)c1=O)NCc1ccco1	62*	7	49*	15	44*	39*	45*	3
CC1(C)Cc2cccc(C(=O)Nc3ccc(F)cc3F)c2O1	3	-25	6	4	6	4	-3	3
COCCn1c(=O)[nH]c2cc(C(=O)NC3CCC(C)CC3)ccc2c1=O (stereo not drawn)	0	3	16	-1	0	7	29	2
C[C@@H](NC(=O)C1(c2ccccc2)CCN(C(=O)[C@@H]2Cc3ccccc3CN2C(=O)OC(C)(C)C)CC1)C(=O)O	8	-5	-5	1	27	-3	-23	-2
O=C(NCCN1CCC(Cc2ccccc2)CC1)C1CCN(c2nc3ccccc3[nH]2)CC1	-4	-3	-9	-3	-19	1	7	-1
Cc1cccc(CNC(=O)C2CCCN(S(=O)(=O)N3CCCCC3)C2)c1 (stereo not drawn)	/	4	19	-1	32*	10	11	5
COc1cccc(NC(=O)Cn2cnc3c(c(C)c(C)n3-c3ccccc3)c2=O)c1	1	3	0	13	20	21	9	6
Cc1ccc2c(C(=O)N3CCCCC3)cc(NC(=O)C3CCC3)cc2n1	-24	-6	-15	-1	0	-2	-36	-1
CCn1ccc2c(cc(C(=O)Nc3cc(C)ccc3C)n2C)c1=O	/	1	-5	2	-19	14	-2	-1
C=C(NC(=O)C(=C)NC(=O)c1csc(C2=N[C@@H]3c4csc(n4)[C@H]4NC(=O)c5csc(n5)[C@H]([C@](C)(O)[C@@H](C)O)NC(=O)[C@H]5CSC(=N5)/C(=C/C)NC(=O)C([C@@H](C)O)NC(=O)c5csc(n5)C3(CC2)NC(=O)[C@H](C)NC(=O)C(=C)NC(=O)[C@H](C)NC(=O)C([C@@H](C)CC)N[C@@H]2C=Cc3c(C(C)O)cc(nc3[C@H]2O)C(=O)OC4C)n1)C(N)=O (stereo partly drawn)	54*	-8	-29	-13	-52	-13	-133	-6
COc1ccc(CNC(=O)CCCN2C(=O)C(c3ccccc3)Oc3cccnc32)cc1 (stereo not drawn)	17	-3	18	4	14	6	15	-1
CCN(CC)CCN1C(=O)C(O)=C(C(=O)c2cc3ccccc3o2)C1c1ccco1 (stereo not drawn)	-4	1	-5	-2	-13	-12	-8	3
CCc1nc(CN2CCN(C3CCOCC3)CC(C(N)=O)C2)c(C)[nH]1 (stereo not drawn)	0	3	-6	-2	0	-1	11	0
COc1ccc(CN(C(=O)c2cnccn2)C(C(=O)NC2CCCCC2)c2ccc(OC)cc2)cc1 (stereo not drawn)	-9	-14	-10	-4	-2	-11	-7	-2
CCN(CC)C(=O)CC[C@H]1CNC(=O)[C@@H]2[C@@H](CCN2Cc2csnn2)N1C	-6	6	8	0	7	-1	-2	3
COc1ccc(S(=O)(=O)c2nnn(-c3ccc(C)cc3)c2C)cc1	-26	-22	12	-2	-61	14	-20	2
CCC(C(=O)Nc1cc(Cl)ccc1OC)n1c(C)nc2onc(C)c2c1=O (stereo not drawn)	2	-7	-1	4	-14	-5	6	-1
CC1CCCN(S(=O)(=O)c2ccc(-n3cnc(C(=O)NC4CCCC4)c3)nc2)C1 (stereo not drawn)	3	1	0	3	0	7	19	-1
O=C(NCC1CC1)C1CCN(c2cnc(N3CCCCCC3)nc2)CC1	-27	-8	0	-2	-10	/	/	-6
CNc1nccc(N2CCC(CC(=O)NC3CCCC3)CC2)n1	2	2	6	-4	-8	-4	-3	-1
CCOc1ccc2nc(NC(=O)C3Cc4ccccc4CN3S(=O)(=O)c3ccc(C)cc3)sc2c1 (stereo not drawn)	13	6	13	8	26	20	9	6

# (continued)
canonical_smiles	USP17 block	USP7 block	OTUD3 block	USP10 inh	USP8 block	USP28 inh	USP30 block	UCHL1 inh
Cc1nc2cccnc2n1C1CCN(C(=O)Nc2ccc3c(c2)CCC3)C1 (stereo not drawn)	-18	-33	-24	-7	-21	-22	-87	-6
CC(=O)CCc1ccc2oc(C(=O)O)c(C)c2c1	13	5	3	5	11	1	11	1
CCS(=O)(=O)N1CCc2nc(N3CCc4ccccc4C3)[nH]c(=O)c2CC1	0	1	2	1	-12	4	-6	2
Cc1cc(N)n(-c2nc3ccccc3s2)n1	36*	1	12	0	-122	17	41*	0
CCn1cc(C(=O)NCc2ccc(SC)cc2)c(=O)c2ccc(C)nc21	6	-7	6	-2	-5	9	-13	-10
Cc1cccc(NC(=O)c2ccc(N3CCC(C)CC3)c([N+](=O)[O-])c2)c1C	0	4	0	4	-16	-3	-29	-3
CCN(CC)S(=O)(=O)c1ccc2c(c1)CCN2C(C)=O	19	3	17	1	22	13	25	-1
O=C(O)C1CCCN1C(=O)Nc1ccc2c(c1)OCO2 (stereo not drawn)	6	0	2	0	13	-3	10	2
O=c1c2ccccc2ncn1C1CCN(S(=O)(=O)c2ccccc2F)CC1	51*	0	-4	-2	4	-7	-13	-1
O=C(c1ccccc1)N1C[C@@H]2OCCN(CC3CC3)[C@@H]2C1	-3	-2	-1	0	-30	-9	-8	-3
COc1ccc(C(=O)CSc2nnc(-c3cccnc3)n2-c2ccccc2)cc1	42*	-84	8	1	8	0	52*	0
O=C(CSc1nc(-c2ccccc2)c2ccccc2n1)NCc1ccc2c(c1)OCO2	-5	2	-48	17	55*	-72	-262	-3
CC(C)c1ccc(C(=O)N2CC[C@H](c3ccccc3)[C@H]3NCCCC[C@H]32)c(=O)[nH]1	-4	2	14	-5	-34	7	17	0
Cc1cc(C)n2nc(NCc3ccc(Br)cc3)nc2n1	-2	-4	2	-2	5	26	9	-2
O=C(CN1CCC(c2ccc(F)cc2)CC1)NC1CC1	-6	2	-3	0	-18	-11	0	-2
O=C(Nc1cccnc1)C1CCN(S(=O)(=O)c2cccc3nonc23)CC1	-19	-2	-1	0	-87	-1	-11	-2
c1csc(-c2nc(NC3CCCCC3)c3ccccc3n2)c1	13	1	-21	3	0	-7	-4	5
Cc1nc(C)n(CCC(=O)N2CCC3(CC2)CC2(CO3)NC(=O)c3ccccc3N2)n1 (stereo not drawn)	8	4	7	0	17	8	-57	3
